# Bioassay records as filed in PubChem.
# PP1 inh: PP1-alpha phosphatase inhibitors, primary screen, counter-screen for PP5 inhibitor project, biochemical, fluorescence, OMFP substrate, single point; Serine/threonine-protein phosphatase PP1-alpha catalytic subunit (Homo sapiens), P62136; purified PP1alpha; inhibition, % at 6.7 µM; hit rate 0.9% among 320,000; AID 2235, 2010;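 active means inhibition above the mean inhibition of all tested compounds plus 3 SD, computed separately for each screening campaign, cut at about 15% in these data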
# procasp3 activ: activators of human procaspase-3 D3A mutant, primary screen, biochemical, absorbance, PC-3 D3A mutant, single concentration. Caspase-3 (Homo sapiens), P42574. recombinant procaspase-3 D3A, Ac-DEVD-pNA absorbance 405 nm. activation, % at 8.5 µM. hit rate 0.11% among 330,000;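 active means activation above the mean of all tested compounds plus 3 SD, cut at about 21% in these data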;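 further: 0% = DMSO alone and 100% = DMSO wells spiked with extra 5 µM PC-3 D3A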
# Target sequence (P42574 whole entry D9A/D28A/D175A): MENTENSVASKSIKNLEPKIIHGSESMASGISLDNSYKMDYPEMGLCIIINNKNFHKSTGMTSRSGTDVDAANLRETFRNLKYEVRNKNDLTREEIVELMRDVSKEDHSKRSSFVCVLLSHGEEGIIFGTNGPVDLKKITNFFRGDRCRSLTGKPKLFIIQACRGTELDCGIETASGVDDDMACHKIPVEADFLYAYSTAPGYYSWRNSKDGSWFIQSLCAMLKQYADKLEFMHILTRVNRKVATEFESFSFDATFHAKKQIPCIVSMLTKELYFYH
#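 System: Procaspase-3 D3A mutant. Medium: Zinc-free 300 mM NaCl, 50 mM HEPES, 0.01% Triton X-100. Schedule: 1 h preincubation plus 2 h reaction at 25 °C. Measured by: 405 nm absorbance of p-nitroaniline, reads at 0 and 120 min. Read-out: percent activation relative to control range.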
# core dimer inh: inhibitors of HCV core protein dimerization, primary screen, biochemical, TR-FRET, high-throughput. inhibition, % at 5 µM. AID 1899, 2009. hit rate 0.33% among 300,000. TR-FRET GST/Flag-core106 dimerization, 1536-well;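 active means inhibition above the mean of all tested compounds plus 3 SD, set per screening campaign, cut at about 45% in these data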
#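 Material: Tagged HCV core106 pair (GST and Flag) | Amount: GST-core106 13.5 nM, Flag-core106 17 nM | Medium: KF-containing HEPES buffer, pH 7.45, DTT, CHAPS, BSA | Reagent: Eu donor and XL665 acceptor anti-tag antibodies | Schedule: 4 h at 22.5 °C | Technique: Time-resolved FRET, ex 340 nm, em 617 and 671 nm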
# Fh CTSL1 inh: Fasciola hepatica cathepsin L1 inhibitors, primary screen, counter-screen for PFM18AAP inhibitor project, biochemical, QFRET, fluorogenic peptide substrate; recombinant F. hepatica cathepsin L1, Z-Leu-Arg-MCA fluorescence; inhibition, % at 5.96 µM; hit rate 0.49% among 300,000;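 active means inhibition above the mean of all tested compounds plus 3 SD, set per screening campaign, cut at about 17% in these data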;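 further: 0% = plate median of test compound wells and 100% = 1 µM Z-Phe-Ala-diazomethylketone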
# PP5 inh: PP5 phosphatase inhibitors, primary screen, biochemical, fluorescence; purified PP5c, OMFP substrate fluorescence; inhibition, % at 6.7 µM; Serine/threonine-protein phosphatase 5 (Homo sapiens), P53041; hit rate 0.18% among 320,000;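 active means inhibition above the campaign's mean inhibition across all tested compounds plus 3 SD, cut at about 9.5% in these data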;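 further: 0% = DMSO only and 100% = 100 µM cantharidin control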
# Target sequence (P53041 whole entry, looked up): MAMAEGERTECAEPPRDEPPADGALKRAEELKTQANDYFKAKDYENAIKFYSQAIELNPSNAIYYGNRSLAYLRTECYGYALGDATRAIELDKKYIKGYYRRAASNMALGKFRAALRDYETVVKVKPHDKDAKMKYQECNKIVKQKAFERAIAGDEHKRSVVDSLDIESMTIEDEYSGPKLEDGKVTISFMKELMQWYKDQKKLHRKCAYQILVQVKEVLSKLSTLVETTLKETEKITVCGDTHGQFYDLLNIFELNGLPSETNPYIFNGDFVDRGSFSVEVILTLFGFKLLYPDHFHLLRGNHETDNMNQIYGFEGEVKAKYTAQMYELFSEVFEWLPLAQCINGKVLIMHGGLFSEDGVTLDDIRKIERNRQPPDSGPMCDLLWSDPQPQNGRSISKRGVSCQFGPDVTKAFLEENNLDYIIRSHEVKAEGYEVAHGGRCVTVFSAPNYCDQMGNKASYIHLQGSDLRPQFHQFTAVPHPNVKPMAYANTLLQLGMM
# Efflux pump inh: inhibitors of Candida efflux pumps in yeast, primary screen, S. cerevisiae, Nile Red, multiplex; hit rate 0.44% among 330,000; inhibition, % at 10 µM; S. cerevisiae Candida pump triplex;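 active means plate passing quality check with inhibition over a set limit, or well fluorescence over plate mean plus 4 SD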;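 further: Nile Red retained in pooled yeast measured as flow cytometry median fluorescence; 0% = buffer negative control and 100% = Enniatin B positive control; higher means more Nile Red kept so more efflux inhibition; some compounds called inactive have numbers as strong as hits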
# TPT1 inhibitor: Candida albicans TPT1 enzyme inhibitors, primary screen, biochemical, fluorescence polarization; tRNA 2'-phosphotransferase TPT1 (Candida albicans SC5314); recombinant caTPT1, FP RNA substrate dephosphorylation; inhibition, % at 5 µM; hit rate 0.81% among 300,000; AID 1962, 2009;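 active means inhibition above the mean of all tested compounds plus 3 SD, set per screening campaign, cut at about 24% in these data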;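 further: plate controls were DMSO alone for no effect and ferristatin control at 100 nM for full effect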
# procasp7 counter: procaspase-7 activators, primary screen, counter-screen for procaspase-3 activator project, biochemical, absorbance, HTS, human; hit rate 0.093% among 330,000; AID 463210, 2010; activation, % at 8.5 µM; recombinant procaspase-7, Ac-DEVD-pNA absorbance 405 nm; D23A/D198A/D206A triple mutant, cannot self-cleave; scale: DMSO 0, 5 µM enzyme 100;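 active means percent activation above the screen-wide mean plus 3 SD, cut at about 25% in these data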
# Target sequence (P55210 whole entry D23A/D198A/D206A): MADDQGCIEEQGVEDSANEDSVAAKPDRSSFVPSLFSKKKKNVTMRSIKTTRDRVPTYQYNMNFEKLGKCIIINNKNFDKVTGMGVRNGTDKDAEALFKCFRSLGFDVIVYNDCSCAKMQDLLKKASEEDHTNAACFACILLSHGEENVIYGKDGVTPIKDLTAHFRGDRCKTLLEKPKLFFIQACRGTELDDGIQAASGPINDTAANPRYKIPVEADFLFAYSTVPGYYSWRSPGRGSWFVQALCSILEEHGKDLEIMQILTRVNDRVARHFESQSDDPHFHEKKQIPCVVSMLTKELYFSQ
#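 Assay system: Uncleavable procaspase-7 mutant enzyme | Input: 2 µM procaspase-7 mutant as dispensed | Timing: 1 h compound preincubation, 2 h substrate cleavage, 25 °C | Repeats: One well per compound | Control set: DMSO wells as 0%, DMSO with 5 µM added PC-7 as 100% | Technique: Epi-absorbance of released pNA at 405 nm, two timepoints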
# JMJD2C inh: inhibitors of GASC-1 histone demethylase, primary screen, biochemical, fluorescence, DELFIA europium. Lysine-specific demethylase 4C (Homo sapiens), Q9H3R0. GST-JMJD2C(1-420) H3K9me3 demethylation. inhibition, % at 2.35 µM. hit rate 0.069% among 330,000. AID 2099, 2009;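 active means more than half of a compound's replicate wells show inhibition beyond 50%, single wells judged on their own value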;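 further: signal counts dimethyl H3K9 product captured on neutravidin plate; 0% = median of DMSO wells and 100% = 0.3 times that DMSO median; strong numbers were not always called active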
# * marks the source's active call; other numbers are inactive results; · = not tested or not shown; & = joins results of further samples.
SMILES,PP1 inh,procasp3 activ,core dimer inh,Fh CTSL1 inh,PP5 inh,Efflux pump inh,TPT1 inhibitor,procasp7 counter,JMJD2C inh
Cc1nc2ccccc2nc1NS(=O)(=O)c1ccc(N)cc1,-8,-11,4,4,1.1,-0.1,-3,-5,-9
CC(C(=O)NC1CCCCC1)N(Cc1ccccc1)C(=O)c1snc(C(N)=O)c1N (stereo unspecified),7,4,2,5,0.0,-0.1,-3,7,8
COc1cc(OC)c2c(C)cc(=O)oc2c1C(CCN1CCOCC1)c1ccc(N(C)C)cc1 (stereo unspecified),0,0,6,0,1.7,·,2,8,3
N/C(=N\OC(=O)COc1ccc(Br)cc1)c1cccnc1,1,2,-5,-3,-0.2,0.2,-2,3,-1
CCCCNC(=O)CSc1nc2cc3c(cc2c(=O)n1CCC(=O)NCCc1ccc(OC)c(OC)c1)OCO3,0,-3,1,0,-3.2,-0.2,0,-3,13
COc1ccc(CCNC(=O)COC(=O)/C=C/c2cccs2)cc1OC,-2,2,0,-10,-1.0,0.0,-1,3,-11
O=C(NCc1ccccn1)c1cn(CCc2ccccc2)nn1,-6,2,-7,-2,1.9,0.2,-3,4,-7
O=C(O)/C=C/c1cccc(NC(=O)Nc2ccc([N+](=O)[O-])cc2)c1,3,-1,-9,-2,4.0,-1.0,1,3,1
O=c1[nH]c(=S)n(-c2cccc(Cl)c2)c(O)c1/C=N/N1CCOCC1,-3,0,0,4,1.1,-0.1,6,-3,-8
Cc1c2cnn(CC(=O)NCCCN3CC(C)CC(C)C3)c(=O)c2c(C)n1Cc1ccc(Cl)cc1 (stereo unspecified),-2,1,2,5,1.1,-0.3,2,2,4
CCC1CCCCN1CCCNC(=O)c1ccc2nc(N3CCC(C)CC3)sc2c1 (stereo unspecified),1,10,-2,5,0.0,-0.2,-1,3,3
Cc1ccc(Cn2cnc3c(nnn3Cc3ccc(Cl)cc3)c2=O)cc1,2,5,2,-1,4.4,0.2,1,6,60
COc1ccccc1NC(=S)NC(=O)Cc1ccc(Cl)cc1,-1,-5,9,0,2.7,-0.1,-4,-5,6
CCOC(=O)c1cnn(-c2ccccc2)c1NC(=O)CCl,-3,-2,-6,12,0.8,0.2,-1,0,-10
CCc1nc(SCC(=O)NCC2CCCO2)c2c(=O)n(C)c(=O)n(C)c2n1 (stereo unspecified),0,6,-16,1,1.4,-0.1,-3,2,-7
O=S(=O)(Nc1cccnc1)c1ccc(Br)c2ccccc12,4,2,20,0,3.1,0.0,0,3,10
Cc1cccc(S(=O)(=O)Nc2nc3ccccc3nc2Nc2cccc(C(=O)O)c2)c1,4,3,9,6,-2.0,0.3,2,3,-7
Cc1ccc(C)c(Nc2nc3ccccc3n3cnnc23)c1,5,-1,0,4,5.3,-0.2,-3,8,-14
O=C(N/N=C/c1ccccn1)c1cc(-c2ccc(Br)s2)[nH]n1,11,2,-3,1,3.0,-0.2,1,2,-1
CCCN1CCN(CCCNC(=O)CCn2nc(-c3ccccc3)ccc2=O)CC1,-7,5,0,1,-4.0,0.1,-1,6,-5
NS(=O)(=O)c1ccc(NC(=S)NCc2ccc(F)cc2)cc1,-1,-4,1,0,-0.3,0.1,-1,-8,1
CCc1c(C(=O)Nc2ccccc2)c(C)[nH]c(=S)c1C#N,-1,-20,0,2,2.4,-0.1,-3,-27,-4
Cc1ccc(CNC(=O)CCC2CCCN(C(=O)CCC(F)(F)F)C2)o1 (stereo unspecified),-1,6,0,0,1.9,0.1,-5,-2,-1
O=[N+]([O-])c1ccccc1/C=C/c1ccc2ccccc2n1,3,0,-5,-1,-2.2,-0.2,-1,4,3
COc1ccc(CN(C)C(=O)c2cc(-c3ccccc3)nc3ccc(C)cc23)c(OC)c1OC,3,3,3,2,3.0,-0.1,2,-5,-29
O=C(N/N=C/c1ccco1)C1CCCC1,-3,-8,-6,1,1.2,0.0,0,-5,6
CCC1Sc2ccc(S(=O)(=O)N3CCN(c4ccccc4)CC3)cc2NC1=O (stereo unspecified),0,3,13,-2,1.2,0.2,0,0,-3
CC(C)(C)c1cc(CCC(=O)Nc2ccncc2)cc(C(C)(C)C)c1O,-1,-9,3,1,3.3,0.0,0,5,5
CC(=O)c1ccc(N(C(=O)Cc2c[nH]c3ccccc23)C(C(=O)NC2CCCCC2)c2cccs2)cc1 (stereo unspecified),15,3,20,5,2.4,0.0,3,5,-2
O=C(NCCNC(=O)c1ccc(Cl)cc1Cl)c1ccco1,2,-17,2,-1,2.5,0.0,-2,5,-2
Cc1cc(O)c(C=Nc2ccc(Cl)cn2)c(=O)o1,-2,-1,5,5,0.6,0.2,6,-3,10
Cc1cc(=O)oc2cc(OCC(=O)NCCCn3ccnc3)ccc12,1,3,-2,2,-0.1,0.1,-2,4,-6
CC(C)C(=O)Nc1cccc(C(=O)Nc2cc([N+](=O)[O-])ccc2F)c1,-6,-2,12,0,-0.5,-0.1,2,-2,-4
CSc1ccccc1C(=O)C1CCCN(C(=O)CCN2CCCO2)C1 (stereo unspecified),3,-4,0,-3,2.4,0.2,6,4,-13
CCN(CC)S(=O)(=O)c1cc(NC(=O)C(C)N2CCN(Cc3ccc4c(c3)OCO4)CC2)ccc1C (stereo unspecified),2,3,-10,1,-0.1,-0.1,-4,4,0
Cc1ccc(C(=O)N(C)CCOc2ccccc2)cc1S(=O)(=O)N1CCOCC1,-3,9,·,·,1.3,0.1,·,-7,0

# Continued, overlapping the part above by 3 compounds.
SMILES,PP1 inh,procasp3 activ,core dimer inh,Fh CTSL1 inh,PP5 inh,Efflux pump inh,TPT1 inhibitor,procasp7 counter,JMJD2C inh
CSc1ccccc1C(=O)C1CCCN(C(=O)CCN2CCCO2)C1 (stereo unspecified),3,-4,0,-3,2.4,0.2,6,4,-13
CCN(CC)S(=O)(=O)c1cc(NC(=O)C(C)N2CCN(Cc3ccc4c(c3)OCO4)CC2)ccc1C (stereo unspecified),2,3,-10,1,-0.1,-0.1,-4,4,0
Cc1ccc(C(=O)N(C)CCOc2ccccc2)cc1S(=O)(=O)N1CCOCC1,-3,9,·,·,1.3,0.1,·,-7,0
COc1cccc(Oc2ccc(OC)cc2C(=O)O)c1,-4,0,1,-1,-3.2,0.0,1,6,7
CCCC(=O)N=C1SC2CS(=O)(=O)CC2N1c1ccc(C(C)=O)cc1 (stereo unspecified),-2,-7,1,-6,1.7,-0.1,1,4,4
COc1ccc(CCNC(=O)C2CCCN(S(=O)(=O)c3cnc[nH]3)C2)cc1OC (stereo unspecified),-7,12,2,-2,1.0,0.2,2,0,2
COc1ccc(OC)c(NC(=O)NCc2ccc(F)cc2)c1,2,9,-3,2,-0.6,0.0,5,-7,-3
CN(CC(=O)Nc1ccc(Cl)cc1)C(=O)c1cccc(S(=O)(=O)NCc2ccccc2)c1,-1,-4,-5,4,1.6,0.1,2,-11,7
C=CCN(C(=O)CNC(=O)c1ccco1)C(C(=O)NC1CCCCC1)c1ccccc1 (stereo unspecified),3,4,5,0,1.5,-0.1,-3,4,12
Cc1cc(=O)oc2cc(OCC(=O)Nc3cccc(S(=O)(=O)N(C)C)c3)ccc12,0,-2,-2,0,1.0,0.1,2,-6,2
CC(C)CNc1ncnc2c1cnn2Cc1ccccc1Cl,3,-7,3,-1,1.5,0.1,1,-12,12
CCC(=O)Nc1c(-c2ccccc2Cl)c(=O)c2ccccc2n1CC,0,5,3,-5,0.9,-0.1,-1,7,-1
Cc1ccccc1NC(=O)Cn1nc(-c2ccc(Cl)s2)ccc1=O,2,-3,-31,3,2.9,0.1,-3,3,8
Cc1cccc(Cc2nnc(CCC(=O)NCc3ccncc3C)o2)c1,-4,2,-3,-1,-0.6,0.0,-1,7,-4
NS(=O)(=O)c1ccc(CCNCc2cc(Br)ccc2OCc2ccccc2)cc1,1,8,-7,0,0.8,0.2,1,10,-5
O=[N+]([O-])c1ccccc1Nc1ccccc1,1,0,-3,0,-0.9,-0.1,0,5,-4
Cc1cc(NC(=O)c2c(C)noc2C)no1,-3,8,-3,-5,1.0,-0.2,-4,7,6
O=C(O)c1ccc(NC(=O)c2ccccc2Br)c(NC(=O)c2ccccc2Br)c1,2,-2,2,-2,1.4,-0.1,-3,0,3
C=CCSc1nc(C)c(CCC(C)C)c(=O)[nH]1,-1,6,-3,-4,1.6,0.0,-1,9,-16
Cc1nc2c(-c3ccccc3)c(C)nn2c(N)c1-c1ccccc1,1,1,1,2,8.1,0.0,0,9,2
CCOC(=O)N1CCN(C(=O)c2cc3n(n2)C(C(F)(F)F)CC(c2ccc4c(c2)OCO4)N3)CC1 (stereo unspecified),3,2,10,2,4.0,-0.6,0,2,7
Cc1cc(=O)oc2c(CN(CC(C)C)CC(C)C)c(O)ccc12,3,8,0,-1,2.6,0.1,1,9,-14
O=C1C=C(c2cc(C(F)(F)F)cc(C(F)(F)F)c2)C[C@@H](c2ccc(Cl)cc2)C1,2,7,·,·,7.8,0.6,·,3,1
COCCN1Cc2cccc(C(=O)N3CCN(c4ccccc4)CC3)c2C1=O,2,6,0,-1,-1.6,-0.1,0,9,7
CCc1ccccc1-n1c(SCC(=O)N2CCCC2)nnc1-c1ccccn1,1,13,0,3,0.2,0.1,-1,2,27
CCOc1ccc(CCNC(=O)c2cnc(C)cn2)cc1OCC,2,6,1,-4,0.9,0.0,-1,-4,21
O=S(=O)(NCc1cn2ccsc2n1)c1ccc2c(c1)OCCO2,-1,3,1,-1,3.1,0.0,1,3,3
COc1ccc(-c2csc(NC(=O)c3cc(=O)c4ccccc4o3)n2)cc1OC,1,4,-2,0,-1.1,0.1,0,1,2
CCN(CC)S(=O)(=O)c1cccc(-c2nnc(SCC(=O)c3ccc(Cl)s3)n2C)c1,2,-13,25,3,0.4,0.3,4,-7,12&2
CCNc1nc(NCC)n2c(SC(C(=O)Nc3cc(C)ccc3OC)c3ccccc3)nnc2n1 (stereo unspecified),2,-4,10,3,0.1,-0.7,1,3,-2
